HT1080 IDH1KD tx = HT-1080 IDH1 knockdown cell toxicity (counter line); HT-1080 IDH1 knockdown viability, ATP luminescence, 48 h; Potency, µM (titrated, usually from 46.1 µM), inactives show top-dose activity, negative = toxicity, most hits filed as cytotoxic; hit rate 2% among 360,000; AID 686971;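 also: potency is read from the fitted curve at half-maximal effect; 0% = DMSO wells and -100% = cell-free medium wells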
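In this qHTS, HT-1080 cells depleted of IDH1 are exposed for 48 h at 37 °C to compound titrations. Toxicity is scored from CellTiter-Glo luminescence, with DMSO as full viability and medium alone as none.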
ATXN viability = viability counter-screen for ATXN expression inhibitors | S2 cells (HEK-293 line with an ATXN2-luciferase reporter) viability, CellTiter-Fluor protease fluorescence, 24 h | Potency, µM (top dose mostly 56.7 µM), actives largely listed as cytotoxic | hit rate 0.49% among 400,000 | AID 651635; also: potency is read from the fitted curve at half-maximal effect; nearly all actives have a fitted effect of over 40% in size
KB-V1 cytotox = KB-V1 MDR subline cytotoxicity. hit rate 3.4% among 400,000. Potency, µM (doses to about 46.1 µM), for inactives: at the top dose activity change, negative = cytotoxicity, most hits filed as cytotoxic. KB-V1 MDR cells viability, CellTiter-Glo, 72 h. AID 1347076; also: potency is read from the fitted curve at half-maximal effect; % is scaled to controls: 0 for no effect and ±100 for the full control effect; nearly all actives have a fitted effect of over 60% in size
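KB-V1 MDR subline cells in DMEM (phenol-red free, 10% FBS) exposed to compounds in qHTS concentration series for 72 h at 37 degrees C. Viability read by CellTiter-Glo luminescence; concentration-effect curves fitted after normalization and correction.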
MCF10A rereplic = induces DNA re-replication in MCF 10a normal breast cells; MCF 10A DNA re-replication, Hoechst nuclear intensity, 48 h; Potency, µM (top dose mostly 46.1 µM), without a hit: at the highest dose activity, positive = re-replication, hits mostly activators; hit rate 2.9% among 350,000; AID 624296; also: potency is read from the fitted curve at half-maximal effect; % of control where 0% means no effect; nearly all actives have a fitted effect of over 50% in size
ATXN2 expr inh = ATXN2 expression inhibition | HEK-293 ATXN2-luciferase reporter, luminescence, 24 h | Potency, µM (doses to about 57 µM), without a hit: at the highest dose activity change, negative = inhibition, actives largely listed as inhibitors | hit rate 0.72% among 360,000 | AID 1745845; also: potency is read from the fitted curve at half-maximal effect; % is scaled to controls: 0 for no effect and ±100 for the full control effect; nearly all actives have a fitted effect of over 55% in size
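ATXN2-luciferase reporter cells (luciferase flanked by upstream and downstream ATXN2 gene portions) were treated 24 h at 37 °C with compounds at up to 57 uM. SteadyGlo luminescence gave expression; GF-AFC fluorescence gave viability.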
IL1B secr inh = inhibitors of inflammasome signaling (IL-1 beta secretion); hit rate 4.7% among 360,000; activity change, % at 57.5 µM; AID 743279; THP-1 LPS/ATP IL-1B secretion, AlphaLISA, 16 h; stronger effect = lower value; in the data active = activity change below about -50%; inconclusive = mostly about -30% to -49%; also: % is scaled to controls: 0 for no effect and ±100 for the full control effect
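THP-1 cells pretreated 1 hr with compounds (up to 57.5 uM final), then stimulated with LPS (250 ng/mL final) plus ATP (1.25 mM final); secreted IL-1B measured by AlphaLISA after 16 hr, decreased signal indicating inhibition.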
HT1080-NT tox = kills 2HG-producing HT-1080-NT fibrosarcoma cells. Potency, µM (top dose mostly 46.1 µM), inactives show at the top dose activity, negative = less viability, usual class: cytotoxic. hit rate 1.6% among 360,000. HT-1080-NT fibrosarcoma viability, CellTiter-Glo ATP luminescence, 48 h;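 also: NT is the 2HG producing partner of a matched IDH1 knockdown line; potency is read from the fitted curve at half-maximal effect; 0% = DMSO-treated cells and -100% = media-only wells without cells; nearly all actives have a fitted effect of over 55% in size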
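A 48-hour cytotoxicity screen used HT-1080-NT cells plated 2 hours before compound delivery. ATP-based CellTiter-Glo luminescence measured viability, normalized to DMSO and no-cell controls.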
KB-3-1 cytotox = kills parental KB-3-1 adenocarcinoma cells | KB-3-1 viability, CellTiter-Glo ATP luminescence, 72 h | hit rate 1.4% among 400,000 | Potency, µM (top dose mostly 46.1 µM), for inactives: at the top dose activity change, negative = cytotoxic, actives largely listed as cytotoxic; also: potency is read from the fitted curve at half-maximal effect; % is scaled to controls: 0 for no effect and ±100 for the full control effect; nearly all actives have a fitted effect of over 60% in size
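Cytotoxicity measured as CellTiter-Glo luminescence after 72 h at 37 C. Compound titrations were pinned onto drug-naive KB-3-1 parental adenocarcinoma cells grown in DMEM with 10% FBS, and normalized data fitted to concentration-response curves.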
SW480 rereplic = inducers of DNA re-replication in SW480 colon cancer cells | AID 624297 | hit rate 1.8% among 340,000 | Potency, µM (top dose mostly 46.1 µM), for the others: at the top dose re-replication activation, most hits filed as activators | SW480 DNA re-replication, Hoechst DNA content imaging, 48 h; also: potency is read from the fitted curve at half-maximal effect; % of control where 0% means no effect; nearly all actives have a fitted effect of over 55% in size
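Treated cells incubate 48 hr (37 C, 5% CO2), are stained 40 min with Hoechst, and nuclear fluorescence is enumerated; a rise in nuclei with high DNA signal marks re-replication.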
Numbers without * were called inactive; i = inactive; ? = inconclusive; nt = no result given; & = joins results of further samples; [ ] = another dose, or the depositor's remark. Unless noted, calls follow the shape of the dose curve; as a rule, active = well fitted curve in the direction sought with a large enough effect; inconclusive = small, poorly fitted or top-dose-only effect, or another doubt; inactive = no such curve, though single readings can be large; an effect the other way counts as inactive or inconclusive.

| cpd | structure | HT1080 IDH1KD tx | ATXN viability | KB-V1 cytotox | MCF10A rereplic | ATXN2 expr inh | IL1B secr inh | HT1080-NT tox | KB-3-1 cytotox | SW480 rereplic |
| --- | --- | --- | --- | --- | --- | --- | --- | --- | --- | --- |
| 1 | COc1ccc(OCC(O)CN(C2CCCCC2)C2CCCCC2)cc1 (centres undefined) | -5% | i | -10% | 8% | -12% | -3 | -13% | -19% | 2% |
| 2 | O=C(COC(=O)c1ccccc1OCc1ccc(F)cc1)NCC1CCCO1 (centres undefined) | 1% | i | 3% | 2% | -4% | 0 | -15% | -3% | 5% |
| 3 | Cc1ccc(-c2noc(CSc3nnc(CCc4ccccc4)n3-c3ccccc3)n2)cc1 | ? | i | ? | ? | ? | -12 | ? | 2% | -2% |
| 4 | COc1cc(C(c2nnnn2C(C)(C)C)N2CCN(c3nc4ccccc4s3)CC2)ccc1O (centres undefined) | 14% | i | 2% | 22% | 0% | 7 | 8% | 19% | 3% |
| 5 | COc1ccccc1-c1noc(CCC(=O)N2CCN(c3cc(C)ccc3C)CC2)n1 | -1% | i | 0% | 51% | -37% | 14 | -5% | 0% | 5% |
| 6 | COc1ccc(Br)cc1-c1noc(-c2ccncc2)n1 | 11% | i | 5% | 3% | -7% | 0 | 16% | 17% | 2% |
| 7 | COC(=O)c1sc(NC(=O)c2ccco2)nc1C | -5% | i | -12% | -5% | 19% | 14 | 5% | -4% | -6%[9.22 µM] |
| 8 | Cc1ccc(Nc2nnc(C)c(=O)[nH]2)cc1 | 0% | i | 5% | -1% | -13% | 10 | 5% | 9% | -2% |
| 9 | CCOC(=O)c1cccc(NC(=O)c2c(N)n(C)c(=O)[nH]c2=O)c1 | 5% | i | 53% | ? | 0% | 0 | 20% | 27% | -16% |
| 10 | O=C(Nc1cc(Cl)ccc1-n1cncn1)c1cncc(Br)c1 | -1% | i | -7% | ? | 0% | -10 | -3% | 3% | ? |
| 11 | C=CCc1cccc2cc(C(=O)Nc3ccc(F)cc3)c(=O)oc12 | 1% | i | -1%&-13% | 1% | 30%&31%[activator] | 0 | 7% | 8%&3% | -8% |
| 12 | O=C(CCC(=O)c1cccs1)OCC(=O)c1ccc(F)cc1 | -1% | i | 0% | 0% | -16% | 6 | 1% | 11% | -1% |
| 13 | CC(O)CNc1nc2ccccc2n1CC(=O)NCCc1ccc(Cl)cc1 (centres undefined) | -1% | i | 11% | -4% | -16% | -12 | -4% | 0% | -2% |
| 14 | CCc1ccc(C(=O)NC(CCSC)C(=O)OC)cc1 (centres undefined) | 5% | i | 40% | 5% | 6% | -1 | 0% | 5% | -10% |
| 15 | Cc1cccc(C)c1OCC(=O)Nc1nnc(C2CCCO2)s1 (centres undefined) | -1% | i | 18µM* | -1% | 1% | 0 | -3% | 18% | ? |
| 16 | Cc1nc2ccccc2n1S(=O)(=O)c1ccc(Br)cc1 | 5% | i | -15% | -19% | -6% | 0 | 0% | -6% | ? |
| 17 | Cc1ccc(/C=N/NC(=O)C2=NNC(c3ccccc3)(c3ccccc3)C2)c(O)c1 | ? | i | ? | 1% | 3.2µM* | 34 | ? | ? | 23% |
| 18 | CCOc1ccccc1NC(=O)c1cccc2ccccc12 | -5% | i | -10% | ? | 0% | -14 | -13% | ? | ? |
| 19 | Cc1nn(-c2ccccc2)c(N2CCCC2)c1/C=N/NC(=S)Nc1ccccc1F | ? | i | -11% | ? | 31%[activator] | 0 | ? | 0% | nt |
| 20 | CCOc1cc2c3c(c1)C1(C(=O)N3C(C)(C)CC2C)C(C#N)=C(N)N2C(=C1C#N)Nc1ccccc12 (centres undefined) | -11% | i | -16% | 16µM* | 2% | 13 | -10% | 2% | 2% |
| 21 | COc1cc(NC(=O)CN2CCN(S(=O)(=O)c3ccc(C(C)C)cc3)CC2)cc(OC)c1 | -6% | i | -1% | 4% | -3% | ? | -2% | -1% | 1% |
| 22 | CC1=CC(C)C(CN(CCC[N+](C)(C)C)C(=O)Nc2ccccc2)C(C)C1 (centres undefined) | 0% | i | -3% | -1% | 35% | 0 | 5% | -1% | -20% |
| 23 | CCN1CCN(C(=O)c2ccc3nc(-c4ccccc4)c(-c4ccccc4)nc3c2)CC1 | -4% | i | -20% | ? | -2% | i | -3% | -5% | -5% |
| 24 | C=CCCC(=O)N1C[C@H]2CON(C)[C@H]2C[C@H]1c1ccccc1Br | 4% | i | 0% | 0% | -5% | 6 | 5% | 0% | -4% |
| 25 | CCCCn1c(N)c(N(CCOC)C(=O)COC(=O)CCOc2ccc(C)cc2)c(=O)[nH]c1=O | -3% | i | 0% | 11% | 8% | 0 | -6%[9.24 µM] | -6% | ? |
| 26 | CSc1nsc(SC)c1-c1ccc(Cl)cc1 | -1% | i | 23% | nt | nt | 19 | 3% | 0% | nt |
| 27 | CC(=O)C1=C(C)OC2(O)c3ccccc3C(=O)C12O (centres undefined) | 1% | i | 53% | -4% | nt | 12 | -12% | 1% | ? |
| 28 | COc1cccc(CNC(=O)CC(NC(=O)c2ccccc2)c2ccccc2)c1 (centres undefined) | -3% | i | ? | 18% | -5% | -9 | -4% | -5% | -4% |
| 29 | COc1cccc(NC(=O)CN(C)C(=O)CCN2C(=O)C3CC=CCC3C2=O)c1 (centres undefined) | 1% | i | 17% | ? | 2% | 11 | -6% | -1% | ? |
| 30 | CS(=O)(=O)N(CC(=O)N1CCOCC1)Cc1ccccc1 | 11% | i | -19% | -15% | 6% | 9 | 1% | 7% | 7% |
| 31 | CC(=O)N=C1SC2CS(=O)(=O)CC2N1Cc1ccc(C)cc1 (centres undefined) | 5% | i | 30% | 5% | 2% | -6 | 12% | 25% | -2% |
| 32 | COCc1ccc(C(=O)OC(C)C(=O)Nc2c(C)n(C)n(-c3ccccc3)c2=O)cc1 (centres undefined) | 13% | i | -14% | 2% | 5% | 3 | 3% | 2% | -16% |
| 33 | CC(C)CN1CCC(=O)N(CCSc2ccc(Br)cc2)CC1 | 0% | i | -2% | 10% | 9% | 6 | -2% | -10% | 1% |
| 34 | Cc1cc(C(=O)Nc2cccc(C)c2C)c2c(C)nn(-c3cccc(F)c3)c2n1 | nt | i | 4% | nt | 2% | nt | nt | 7% | nt |
| 35 | O=S(=O)(Nc1ccccc1Cl)c1ccc2[nH]c(=S)oc2c1 | 7% | i | nt | 2% | 3% | 6 | 2% | nt | -1% |
| 36 | Cc1cccc(NC(=S)N(Cc2cccs2)Cc2cc3cc(C)cc(C)c3[nH]c2=O)c1 | 4% | i | 21µM* | 10% | -10% | 3 | 5% | ? | -2% |
| 37 | CN(C)S(=O)(=O)c1cccn1-c1ncc(C(F)(F)F)cc1Cl | 1% | i | 14% | 7% | 3% | 6 | 4% | -2% | -14% |
| 38 | O=C(Cc1c(F)cccc1Cl)N/N=C/c1cccnc1 | 8% | i | ? | 0% | 3% | -16 | 7% | 21% | -28% |
| 39 | NNc1nc(Nc2ccc([N+](=O)[O-])cc2)nc(N2CCCCCC2)n1 | -5% | i | 0% | 13% | nt | 3 | 0% | 1% | -8% |
| 40 | Cc1cc(C)nc(NC(=S)Nc2cccc(F)c2)c1 | 5% | i | -7% | -2% | 22% | 16 | -5% | -8% | -10% |
| 41 | COc1ccc(N/C=C(\C#N)S(=O)(=O)c2ccc(Cl)cc2)c(OC)c1 | -8% | i | -11% | -2% | -18% | 5 | 0% | 16% | -35%[inhibitor] |
| 42 | CC1N(O)C(C)(C)C(c2ccccc2)=[N+]1[O-] (centres undefined) | 1% | i | 5% | 1% | 3% | 8 | 4% | 4% | -1% |
| 43 | O=C(CSc1ncn[nH]1)NC1CC2CCC1C2 (centres undefined) | 15% | i | 25% | 8% | 3% | 3 | 21% | 4% | -1% |

By substructure: the compounds so far containing a Cl atom.
| cpd | structure | HT1080 IDH1KD tx | ATXN viability | KB-V1 cytotox | MCF10A rereplic | ATXN2 expr inh | IL1B secr inh | HT1080-NT tox | KB-3-1 cytotox | SW480 rereplic |
| --- | --- | --- | --- | --- | --- | --- | --- | --- | --- | --- |
| 10 | O=C(Nc1cc(Cl)ccc1-n1cncn1)c1cncc(Br)c1 | -1% | i | -7% | ? | 0% | -10 | -3% | 3% | ? |
| 13 | CC(O)CNc1nc2ccccc2n1CC(=O)NCCc1ccc(Cl)cc1 (centres undefined) | -1% | i | 11% | -4% | -16% | -12 | -4% | 0% | -2% |
| 26 | CSc1nsc(SC)c1-c1ccc(Cl)cc1 | -1% | i | 23% | nt | nt | 19 | 3% | 0% | nt |
| 35 | O=S(=O)(Nc1ccccc1Cl)c1ccc2[nH]c(=S)oc2c1 | 7% | i | nt | 2% | 3% | 6 | 2% | nt | -1% |
| 37 | CN(C)S(=O)(=O)c1cccn1-c1ncc(C(F)(F)F)cc1Cl | 1% | i | 14% | 7% | 3% | 6 | 4% | -2% | -14% |
| 38 | O=C(Cc1c(F)cccc1Cl)N/N=C/c1cccnc1 | 8% | i | ? | 0% | 3% | -16 | 7% | 21% | -28% |
| 41 | COc1ccc(N/C=C(\C#N)S(=O)(=O)c2ccc(Cl)cc2)c(OC)c1 | -8% | i | -11% | -2% | -18% | 5 | 0% | 16% | -35%[inhibitor] |
